DUSP3 inh: VHR1 phosphatase inhibitors, primary screen, biochemical, absorbance, uHTS; Dual specificity protein phosphatase 3 (Homo sapiens), P51452; recombinant VHR phosphatase, pNPP absorbance; inhibition, % at 13.3 µM; hit rate 0.52% among 290,000; AID 1654, 2009; in the data active = inhibition above about 50%; also: some compounds called inactive have numbers as strong as hits
Target sequence (P51452 whole entry, looked up): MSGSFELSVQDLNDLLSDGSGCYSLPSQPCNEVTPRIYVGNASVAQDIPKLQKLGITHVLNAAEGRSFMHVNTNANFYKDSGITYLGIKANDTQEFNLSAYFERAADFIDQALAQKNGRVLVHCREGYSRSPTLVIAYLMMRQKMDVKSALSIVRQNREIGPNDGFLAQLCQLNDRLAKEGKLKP
Y pestis TopoI: Yersinia pestis topoisomerase I inhibitors, primary screen, biochemical, cleavage product accumulation, plate reader, single point; activity, % at 10 µM; Y. pestis Topo-I cleavage product accumulation; hit rate 0.064% among 360,000; AID 504884, 2011; DNA topoisomerase I (Yersinia pestis CO92); in the data active = activity above about 50%, passing the limit was not always enough; also: inactives centre near 2
3CLpro inhibitor: SARS-CoV 3CLpro protease inhibitors, primary screen, biochemical, quenched FRET; inhibition, % at 6 µM; hit rate 0.14% among 290,000; AID 1706, 2009; recombinant SARS-CoV 3CLpro, quenched FRET peptide cleavage; Replicase polyprotein 1ab (Severe acute respiratory syndrome coronavirus), P0C6X7; in the data active = inhibition above about 12%
MazEF act: activators of E. coli MazEF toxin-antitoxin RNase, primary screen, biochemical, fluorescence, uHTS; Endoribonuclease toxin MazF (Escherichia coli (strain K12)), P0AE70; FAM/BHQ RNA-DNA oligo cleavage fluorescence, 5 h; AID 504720, 2011; activation, % at 20 µM; hit rate 0.32% among 350,000; in the data active = activation above about 50%
Target sequence (P0AE70 whole entry, looked up): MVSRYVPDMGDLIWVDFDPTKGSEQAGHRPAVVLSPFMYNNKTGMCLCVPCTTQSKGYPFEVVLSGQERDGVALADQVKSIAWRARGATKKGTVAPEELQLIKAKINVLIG
Rv3671c inh: Rv3671c serine protease inhibitors, primary screen, biochemical, fluorescence polarization, M. tuberculosis H37Rv; P9WHR9; inhibition, % at 5.96 µM; hit rate 0.048% among 320,000; AID 2606, 2010; in the data active = inhibition above about 38%;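 also: extracellular domain of Rv3671c used as enzyme; 0% = enzyme with DMSO and 100% = no enzyme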
Target sequence (P9WHR9 whole entry, looked up, the tested form may be a part): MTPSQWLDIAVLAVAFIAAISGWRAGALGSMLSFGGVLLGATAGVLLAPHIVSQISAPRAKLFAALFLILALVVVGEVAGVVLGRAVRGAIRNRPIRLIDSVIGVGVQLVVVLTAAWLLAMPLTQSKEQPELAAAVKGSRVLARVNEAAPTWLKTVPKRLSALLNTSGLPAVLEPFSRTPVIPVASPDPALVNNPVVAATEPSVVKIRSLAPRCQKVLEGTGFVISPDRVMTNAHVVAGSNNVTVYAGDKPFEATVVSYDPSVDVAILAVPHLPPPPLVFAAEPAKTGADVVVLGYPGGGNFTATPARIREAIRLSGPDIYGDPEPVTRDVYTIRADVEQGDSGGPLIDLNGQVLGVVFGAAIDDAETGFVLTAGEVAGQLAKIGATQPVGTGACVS
Vc quorum ag: inducers of Vibrio cholerae quorum light production without autoinducers, primary screen, BH1578 luxS cqsA deficient, single point; activation, % at 18.7 µM; V. cholerae BH1578 lux reporter, luminescence, 6 h; hit rate 0.16% among 350,000; in the data active = activation mostly above about 9.7%, no sharp cut-off; also: not every result past the cut was called active; inactives centre near 0; reference of the scale not given here
CCHFV vOTU inh: CCHFV vOTU protease inhibitors, primary screen, biochemical, Pep-AMC substrate, fluorescence. Crimean-Congo hemorrhagic fever virus L polyprotein viral ovarian tumor (vOTU) protease …. inhibition, % at 11.5 µM. hit rate 0.55% among 370,000. AID 651958, 2012; in the data active = inhibition above about 30%; also: 0% = vehicle wells with enzyme and 100% = no enzyme wells
PrPC surface inh: inhibitors of human cell surface prion protein PrPC, primary screen, cell-based, TR-FRET | Major prion protein (Homo sapiens), P04156 | TR-FRET read-out | inhibition, % at 13.8 µM | hit rate 0.43% among 370,000 | AID 720596, 2013; in the data active = inhibition above about 24%; also: 0% = median of the test wells and 100% = reference compound wells
TcdB inh: TcdB glycohydrolase inhibitors, primary screen, biochemical, single point, plate reader. Toxin B (Clostridioides difficile), P18177. TcdB glycohydrolase enzymatic assay. inhibition, % at 9.99 µM. hit rate 0.24% among 350,000. AID 652162, 2013; in the data active = inhibition above about 10%
PriA SSB inh: inhibitors of Klebsiella pneumoniae PriA binding to SSB C-terminal tail, primary screen, biochemical, AlphaScreen; AlphaScreen SSBct-PriA binding, biotinylated peptide; hit rate 0.6% among 430,000; PriA–SSB C-terminal tail interaction (Klebsiella pneumoniae); inhibition, % at 33 µM; in the data active = inhibition mostly above about 37%, no sharp cut-off; inactive = mostly below about 20%;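 also: plate controls were negative control peptide for no effect and reference peptide for full effect; strong numbers were not always called active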
The depositor's hits bear a star; i = inactive; x = not tested or not shown.

SMILES	DUSP3 inh	Y pestis TopoI	3CLpro inhibitor	MazEF act	Rv3671c inh	Vc quorum ag	CCHFV vOTU inh	PrPC surface inh	TcdB inh	PriA SSB inh
Cc1ccc2c(c1)N(C(=O)NC1CCCCC1)C(C)(C)CC2C (stereo not given)	13	1	6	-4	5	-0.1	-14	0	0.4	-3
COc1cc(/C=N/NC(=O)c2ccoc2C)cc(OC)c1O	-14	-5	-3	1	11	-0.4	13	1	x	x
CCOC(=O)N1CCN(C(=O)C(C)(C)Oc2ccc(Cl)cc2)CC1	5	21	-1	4	13	-0.2	-1	9	1.1	5
COc1ccc(NC(=O)C2CCN(S(=O)(=O)c3ccc(OC)c(OC)c3)CC2)cc1	28	6	-1	3	-3	0.2	19	0	0.9	-8
COc1ccc2nc(Cl)c(C#N)cc2c1	14	-10	-1	8	4	-1.0	1	1	1.4	-5
Cc1ccc(-c2cc(C(=O)N/N=C/c3ccoc3)c3ccccc3n2)cc1	2	-8	4	-5	x	i	0	1	0.9	x
Cc1cc(C)nc(NCCC(=O)O)n1	18	4	-2	1	4	-0.3	-2	3	-0.2	-2
Cc1ccc(NC(=O)COC(=O)c2cccc(S(=O)(=O)N3CCCCCC3)c2)cc1	x	23	x	-7	x	-7.6	16	-3	-0.2	x
C/C(=N\NC(=O)COc1c(C)cccc1C)c1cccs1	9	-13	4	-1	-2	-0.3	9	0	0.6	x
Cc1cccc(-c2noc(CN(C(=O)c3ccc(Br)o3)C(C)C)n2)c1	-18	31	2	-8	2	-0.4	13	-7	x	10
CN(C(=O)c1ccc(OC2CCN(C(=O)c3cccnc3)CC2)cc1)C1CCCCC1	-10	19	-3	0	8	4.7	-2	9	-0.1	-6
CCOC(=O)c1sc2nc(C)nc(SCC(=O)N(C)C3CCS(=O)(=O)C3)c2c1C (stereo not given)	8	12	4	5	-6	-0.2	-6	-2	1.8	-1
COc1ccc(-c2csc(N3CCN(C(=O)c4ccco4)CC3)n2)cc1	0	34	-4	-3	1	-0.2	-1	0	-0.8	1
C=CCOC(=O)C1=C(C)NC(=O)NC1C1CC=CCC1 (stereo not given)	-13	-2	4	3	-7	-1.0	-3	-2	x	-17
CC(=O)c1cn(CC(=O)Nc2ccc(C)cc2C)c2ccccc12	13	6	2	-1	-1	0.2	4	11	x	-20
CC1(COS(N)(=O)=O)CCCCC1	17	4	-6	8	4	i	x	x	x	-1
Cc1cc(C)n(C(=O)CCNC(=O)c2ccccc2Cl)n1	-18	-3	-2	3	10	i	-9	0	x	-5
COc1cccc(/C=C/C(=O)OCC(=O)NC(=O)NC2CCCC2)c1	x	32	x	-4	-2	i	1	3	0.8	-13
O=C1N[C@H](Cc2ccccc2)COC(=O)[C@H](Cc2ccc(F)cc2)CC/C=C/C[C@H]1CC(=O)N(CCO)Cc1ccccc1	x	3	x	-1	-4	i	17	12	0.6	2
Cc1nn(CC(C)C)c(Cl)c1C(=O)NCC1CCCO1 (stereo not given)	x	-7	x	7	x	i	-2	0	0.3	x
O=C(NCc1ccncc1)C12CC3CC(CC(C3)C1)C2	-27	5	-1	3	-6	x	4	1	x	0
CC(C)OC(=O)CSc1nc(N)c(C#N)cc1C#N	22	1	-2	1	-2	-0.2	2	4	0.7	-17
COc1cccc2c(=O)c(C(=O)NCCc3ccccc3)c[nH]c12	x	6	x	4	x	i	-21	25*	3.1	-7
CCN(CC(=O)NCc1ccc2c(c1)OCO2)S(=O)(=O)c1ccc(F)cc1	-1	-4	3	2	-9	-0.3	5	5	0.6	9
CC(C)N1CCC(N2CCN(Cc3cnc(-c4ccccc4)s3)CC2CCO)CC1 (stereo not given)	26	-5	-6	3	-3	-0.1	3	-5	0.4	-10
CC(C)C(OC(=O)C1=Cc2ccccc2OC1)C(=O)NC1CCCC1 (stereo not given)	13	-4	2	2	-6	i	12	11	x	-13
Cc1ccc(-c2cc(-c3ccccc3)c(C#N)c(Br)n2)cc1	16	-3	-6	7	0	i	-9	-1	x	-23
CO/N=C/Cc1c([N+](=O)[O-])c(C)nn1C	22	-6	0	9	-2	0.0	-2	1	-0.8	x
Cc1ccc(C)c(S(=O)(=O)N2CCCC2CNC(=O)C(=O)NC2CCCCCC2)c1 (stereo not given)	x	2	x	-1	-10	-0.3	-2	1	0.0	8
CCSc1nc2ccccc2n1CCC(=O)O	-11	-5	1	-1	-4	4.3	10	3	x	-7
CN1CCN(C(=S)c2ccc(-c3cc(Cl)ccc3Cl)o2)CC1	-4	6	2	0	-7	-0.4	-8	3	0.9	28
c1ccc(C(OCCN2CCN(c3ncccn3)CC2)c2ccccc2)cc1	x	22	x	3	6	i	11	-7	0.3	-10
CCC(C)(C)C(=O)Nc1cc([N+](=O)[O-])ccc1F	3	-2	0	-7	-8	-0.2	-6	-14	-0.4	-5
N/C(=N\OC(=O)c1ccc(Cl)cc1)c1nonc1N	-1	-3	0	4	-2	-0.6	5	3	1.0	x
Cc1scc(C(=O)NNC(=S)NC(C)c2ccccc2)c1C (stereo not given)	17	1	3	3	-10	-0.3	9	3	1.1	-3
O=C(CCN1CCc2ccccc2C1)Nc1ccccc1F	4	2	-3	0	-4	i	1	-8	x	-20
NC(=O)c1ccc(NC(=O)CSc2nnc(C3CC3)n2C2CC2)cc1	x	-4	x	4	0	i	7	1	12*	-9
O=C(C[C@H]1C/C=C\CC[C@H](Cc2ccc(F)cc2)C(=O)OC[C@H]2CCCN2C1=O)N[C@@H](CO)Cc1ccccc1	x	4	x	5	4	-3.0	9	2	0.9	x
CCOc1ccccc1CNn1nnnc1N	9	-1	1	0	6	-0.3	2	4	x	1
O=C(N/N=C1/C(=O)c2cccc3cccc1c23)c1ccc(Cl)cc1	101	2	-4	-24	1	1.8	4	2	x	x

Part of the list above in order of length of the SMILES, rising.
SMILES	DUSP3 inh	Y pestis TopoI	3CLpro inhibitor	MazEF act	Rv3671c inh	Vc quorum ag	CCHFV vOTU inh	PrPC surface inh	TcdB inh	PriA SSB inh
N/C(=N\OC(=O)c1ccc(Cl)cc1)c1nonc1N	-1	-3	0	4	-2	-0.6	5	3	1.0	x
CC(C)C(OC(=O)C1=Cc2ccccc2OC1)C(=O)NC1CCCC1 (stereo not given)	13	-4	2	2	-6	i	12	11	x	-13
CCN(CC(=O)NCc1ccc2c(c1)OCO2)S(=O)(=O)c1ccc(F)cc1	-1	-4	3	2	-9	-0.3	5	5	0.6	9

Sorted by formula weight (smallest number first): 13 of the compounds above
SMILES	DUSP3 inh	Y pestis TopoI	3CLpro inhibitor	MazEF act	Rv3671c inh	Vc quorum ag	CCHFV vOTU inh	PrPC surface inh	TcdB inh	PriA SSB inh
Cc1cc(C)nc(NCCC(=O)O)n1	18	4	-2	1	4	-0.3	-2	3	-0.2	-2
COc1ccc2nc(Cl)c(C#N)cc2c1	14	-10	-1	8	4	-1.0	1	1	1.4	-5
CC(C)OC(=O)CSc1nc(N)c(C#N)cc1C#N	22	1	-2	1	-2	-0.2	2	4	0.7	-17
COc1cc(/C=N/NC(=O)c2ccoc2C)cc(OC)c1O	-14	-5	-3	1	11	-0.4	13	1	x	x
Cc1cc(C)n(C(=O)CCNC(=O)c2ccccc2Cl)n1	-18	-3	-2	3	10	i	-9	0	x	-5
CC(=O)c1cn(CC(=O)Nc2ccc(C)cc2C)c2ccccc12	13	6	2	-1	-1	0.2	4	11	x	-20
COc1cccc2c(=O)c(C(=O)NCCc3ccccc3)c[nH]c12	x	6	x	4	x	i	-21	25*	3.1	-7
COc1cccc(/C=C/C(=O)OCC(=O)NC(=O)NC2CCCC2)c1	x	32	x	-4	-2	i	1	3	0.8	-13
Cc1ccc(-c2cc(-c3ccccc3)c(C#N)c(Br)n2)cc1	16	-3	-6	7	0	i	-9	-1	x	-23
CCOC(=O)N1CCN(C(=O)C(C)(C)Oc2ccc(Cl)cc2)CC1	5	21	-1	4	13	-0.2	-1	9	1.1	5
COc1ccc(-c2csc(N3CCN(C(=O)c4ccco4)CC3)n2)cc1	0	34	-4	-3	1	-0.2	-1	0	-0.8	1
CCN(CC(=O)NCc1ccc2c(c1)OCO2)S(=O)(=O)c1ccc(F)cc1	-1	-4	3	2	-9	-0.3	5	5	0.6	9
O=C(C[C@H]1C/C=C\CC[C@H](Cc2ccc(F)cc2)C(=O)OC[C@H]2CCCN2C1=O)N[C@@H](CO)Cc1ccccc1	x	4	x	5	4	-3.0	9	2	0.9	x

The list continues.
SMILES	DUSP3 inh	Y pestis TopoI	3CLpro inhibitor	MazEF act	Rv3671c inh	Vc quorum ag	CCHFV vOTU inh	PrPC surface inh	TcdB inh	PriA SSB inh
COc1ccc(Cc2nccc3cc(OC)c(OC)cc23)cc1OC	5	-3	-7	-8	-25	15	92*	18	-2.1	-9
COc1ccccc1OCC(=O)n1cc(C(=O)c2cc(Cl)cc(Cl)c2O)cn1	2	0	-2	-7	-3	0.1	-3	0	x	-4
CCNC(=O)/C(C#N)=C/c1c(N2CCN(c3ccc(OC)cc3)CC2)nc2c(C)cccn2c1=O	-7	19	0	13	8	i	-3	-24	-7.8	20
COc1ccc(N(C)S(=O)(=O)c2cccc(C(=O)OC(C)C(=O)NC3CCCCC3C)c2)cc1 (stereo not given)	x	18	x	-1	-9	-2.4	19	13	-1.5	6
Cc1csc2ncc(C(=O)NCc3ccco3)c(=O)n12	-18	9	5	14	4	-0.6	-26	0	0.3	0
COc1ccccc1CCNC(=O)CCn1c(=O)c2cccn2c2ccc(F)cc21	6	15	-3	2	1	-0.2	19	-7	0.4	-4
O=C(COc1ccccc1F)NCCc1ccc2c(c1)OCCO2	x	7	x	2	-4	-0.4	1	4	3.2	0
Cc1cc([N+](=O)[O-])ccc1NC(=O)C(C)N1CCN(c2ccccn2)CC1 (stereo not given)	16	8	2	5	2	-0.3	5	-13	2.5	-10
CCc1nc2ccccc2c(C(=O)OCC(=O)N2CC(C)OC(C)C2)c1C (stereo not given)	x	6	x	1	-3	1.6	-2	-2	1.1	-8
CCOC(=O)C1CCCN(C(=O)CSc2nnnn2C)C1 (stereo not given)	x	-18	x	5	2	1.7	-1	-3	0.3	-7
CC(C)c1nc(Cl)c(C#N)c2c1COC(C)(C)C2	12	4	-2	12	4	i	-14	2	-0.4	4
Cc1nc(NC(=O)c2cccnc2Cl)sc1C	x	-7	x	-3	5	-0.3	-6	4	1.3	3

From PubChem BioAssay

These rows are one share of the data (hit frequency here may not be typical).
